# Source: PubChem
# esBAF inh – blocks esBAF chromatin remodeling in mouse ES cells | reporter increase, % at 12.5 µM | Bmi1-luciferase knock-in reporter, 24 h; 100% = twice the neutral-well signal | 350,000 tested, 2% active; in the data active = activation above about 40%; inconclusive = no clear call, values can overlap the other calls;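 also: 0% = median of the plate's neutral control wells and 100% = double that signal; a rise in the Bmi1 reporter signal indicates esBAF inhibition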
# S100A4 inh HTS – S100A4-myosin IIA interaction inhibition | S100A4/TAMRA-MyoIIA peptide fluorescence polarization | 360,000 tested, 0.14% active | inhibition, % at 10.7 µM;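 active = mean inhibition of at least 70% across replicates, with every replicate also reaching that level; inconclusive = mean inhibition reaches 70% but some replicates fall short; inactive = mean inhibition below 70%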
#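 Material: human S100A4 monomer with TAMRA-labelled myosin IIA peptide; buffer or medium: HEPES pH 7.2 with CaCl2, KCl, NaCl, DTT, Triton; compound dosing: one concentration per compound; schedule: 5 min incubation before reading; benchmarks: neutral control DMSO, positive control TFP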
# RAD52 anneal inh – blocks human RAD52 DNA annealing. recombinant RAD52 DNA annealing, FRET fluorescence. inhibition, % at 18.7 µM. 360,000 tested, 0.46% active;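 active = every replicate showing at least 50% inhibition; inconclusive = mean inhibition at least 50% but not in every replicate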
# Target sequence (P43351 whole entry, looked up): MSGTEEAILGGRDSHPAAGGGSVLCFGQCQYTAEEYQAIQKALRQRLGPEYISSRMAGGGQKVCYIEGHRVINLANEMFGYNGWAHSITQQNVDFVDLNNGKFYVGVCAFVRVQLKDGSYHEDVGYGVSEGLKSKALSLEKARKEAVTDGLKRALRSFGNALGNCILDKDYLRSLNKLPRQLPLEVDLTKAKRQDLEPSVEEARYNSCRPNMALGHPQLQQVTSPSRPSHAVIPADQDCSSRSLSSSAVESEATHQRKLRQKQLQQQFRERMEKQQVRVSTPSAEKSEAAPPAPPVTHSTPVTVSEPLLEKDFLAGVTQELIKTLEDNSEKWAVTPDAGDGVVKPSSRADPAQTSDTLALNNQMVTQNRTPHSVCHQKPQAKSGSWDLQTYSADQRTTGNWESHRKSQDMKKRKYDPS
# EWS-Fli block – blocks EWS/Fli oncoprotein-driven transcription; A673 NR0B1-luciferase reporter, viability-normalised; inhibition, % at 12.6 µM; 350,000 tested, 0.67% active;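 active = mean inhibition of at least 50% after viability correction, with every replicate also passing that limit; inconclusive = mean reaches 50% but only one of two replicates passes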;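 also: firefly luciferase signal divided by Alamar Blue viability fluorescence both relative to DMSO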
# FN deposition inh – fibronectin deposition inhibition; AH1F fibroblasts, Alexa488-fibronectin deposition fluorescence, overnight; inhibition, % at 12.6 µM; 350,000 tested, 0.086% active; AID 743247;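 active = mean inhibition across replicates of 30% or more, regardless of how many single replicates reach that level; inconclusive = mean under 30% yet at least half of replicates reach 30%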;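 also: positive control wells lacked labelled fibronectin entirely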
#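 Schedule: 1 h cell adhesion before compound, then overnight fibronectin incubation; test system: AH1F fibroblast monolayer depositing Alexa488-labelled fibronectin into matrix; quantity: 10000 AH1F cells per well; probe or stimulus: fluorescent fibronectin at 24 nM final; signal: fluorescence, ex 485 nm, em 525 nm; evaluation: percent inhibition as loss of matrix-bound fibronectin fluorescence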
# RAD54 inh – blocks human RAD54 Holliday junction branch migration; inhibition, % at 10.4 µM; FAM/BHQ fluorescence; Q92698; 360,000 tested, 0.14% active;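 active = mean normalized replicate activity at least 40 and at least half of replicates scoring 40 or more; inconclusive = only one of the two criteria met; inactive = mean below 40 and under half of replicates reaching 40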;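 also: 0% = median of neutral control wells and 100% = median of positive control wells; inhibitors cause a drop in the FAM fluorescence signal; in these data hits start at about 50%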
# Xi reactivation – X-chromosome reactivation activator | XiGFP mouse fibroblasts, % GFP-positive cells imaging, 3 d; cells co-treated with 5-aza-dC sensitizer; scaled so ellipticine positive control = 100% | activation, % at 7.58 µM | 360,000 tested, 0.055% active | AID 743238;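 active = mean normalized replicate activation at least 10% and every replicate at or above 10%; inconclusive = only one of the two criteria met; inactive = mean below 10% and not all replicates reach 10%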;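 also: 0% = median of on-plate neutral control wells and 100% = ellipticine 6 µM median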
#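 Assay system – SV40-immortalized XiGFP fibroblast cells, line 68-5-11 · Buffer or medium – DMEM supplemented with 5-aza-dC as sensitizing agent · Dosing – one concentration, pinned · Benchmarks – positive control ellipticine, 6 µM final · Times – 3 days compound exposure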
# E-sel inducer – E-selectin induction on HUVECs; P16581; HUVEC E-selectin immunofluorescence imaging; normalized: neutral wells 0, TNF-alpha wells 100; activation, % at 7.58 µM; 260,000 tested, 0.37% active; AID 686992;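 active = mean E-selectin-positive cell signal at least 10% of the positive control, reached in at least 60% of replicates, without over 20% cell loss; inconclusive = no rule given, readout overlaps actives, possibly toxicity-flagged; inactive = the rest, including those meeting only one limit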;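 also: in these data hits start at about 27%; measured in HUVEC primary endothelial cells; signal is the percent of cells scored E-selectin positive by PE staining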
# Target sequence (P16581 whole entry, looked up): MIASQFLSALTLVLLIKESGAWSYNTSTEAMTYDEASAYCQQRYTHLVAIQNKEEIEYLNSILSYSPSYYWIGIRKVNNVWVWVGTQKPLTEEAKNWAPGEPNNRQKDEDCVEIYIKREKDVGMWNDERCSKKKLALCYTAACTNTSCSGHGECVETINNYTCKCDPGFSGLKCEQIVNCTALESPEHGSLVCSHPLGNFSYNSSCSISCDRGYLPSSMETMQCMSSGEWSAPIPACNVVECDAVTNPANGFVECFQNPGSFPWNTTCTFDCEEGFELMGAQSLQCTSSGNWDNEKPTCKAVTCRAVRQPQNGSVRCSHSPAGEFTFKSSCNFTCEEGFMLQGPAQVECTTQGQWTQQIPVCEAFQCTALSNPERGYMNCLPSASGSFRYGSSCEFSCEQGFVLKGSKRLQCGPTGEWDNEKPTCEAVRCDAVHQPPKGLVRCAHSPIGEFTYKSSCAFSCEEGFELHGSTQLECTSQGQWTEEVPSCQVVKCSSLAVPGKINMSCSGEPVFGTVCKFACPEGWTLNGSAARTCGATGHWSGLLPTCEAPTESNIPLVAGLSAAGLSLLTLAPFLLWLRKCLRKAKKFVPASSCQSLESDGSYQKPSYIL
#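 Material: HUVEC primary endothelial cells; Amount: 3,000 cells per well; Dosing: single concentration; Medium: EGM-2 growth medium on 0.1% gelatin-coated wells; Read-out basis: percent E-selectin-positive cells; Signal: immunofluorescence imaging; Control set: TNF-alpha, DMSO.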
# * = called active by the depositor; ? = inconclusive; · = no result given; & = joins results of further samples.
SMILES,esBAF inh,S100A4 inh HTS,RAD52 anneal inh,EWS-Fli block,FN deposition inh,RAD54 inh,Xi reactivation,E-sel inducer
C[C@@H]1CN([C@H](C)CO)C(=O)c2cc(NS(=O)(=O)c3ccc(Cl)cc3)ccc2O[C@@H](C)CCCCO[C@@H]1CN(C)C(=O)Cc1ccccc1,5,-3,-14,4,3,2,0.3,-0.1
CC(C)(C)c1ccc(C(CC(=O)O)NS(=O)(=O)Cc2ccccc2)cc1 (configuration not stated),-3,-2,-6,6,-4,1,0.0,2.2
COc1ccc(CNC(=O)CSc2nc3ccc(C)cc3[nH]2)cc1,5,-6,-8,-21,0,-4,0.1,0.9
CCn1nc(C(=O)NNS(=O)(=O)c2cc(/C=C/C(=O)O)cc(OC)c2OC)c2ccccc2c1=O,1,0,-7,-7,-9,1,0.0,0.2
COc1cccc(C(NC(C)=O)c2nc(-c3cccc(C(C)C)c3)cs2)c1 (configuration not stated),-8,-8,-2,3,13,5,-0.2,-0.1
Cc1ccccc1-n1nnnc1SCC(=O)c1c(N)n(C2CC2)c(=O)[nH]c1=O,·,2,1,10,-8,·,0.0,-0.3
CCc1ccc(NC(=O)Cn2nnc(-c3ccc(C)cc3-n3cnnn3)n2)cc1,-4,-5,-12,-84,-53,6,0.1,4.4
Cc1ccc(S(=O)(=O)N2CCOCC2)cc1C(=O)Nc1ccc(S(=O)(=O)Nc2nccs2)cc1,-3,-5,-120,0,-1,·,·,0.1
CCc1ccc(Oc2coc3cc(O)ccc3c2=O)cc1,36,-3,-20,-25,-8,-10,0.1,-0.1
CCOc1ccc(Cl)cc1CNc1nnnn1C,-9,-3,-4,-7,4,-3,0.0,0.1
COc1cccc2c1OCC(CN1CCN(C3CCCCC3)C(CCO)C1)=C2 (configuration not stated),-4,-7,0,7,·,3,0.1,4.2
CCCCCCCCC(c1nc2cc(C)c(C)cc2[nH]1)n1c(=O)c(-c2ccccc2Br)nc2ccccc21 (configuration not stated),-4,-6,-19,-11,-5,-2,0.3,0.3
Cn1cccc1C(=O)OCC(=O)c1c[nH]c2ccccc12,·,2,-57,-97,2,·,0.1,0.5
C[C@@H]1CN([C@@H](C)CO)C(=O)c2cc(C#CCc3ccccc3)cnc2O[C@@H]1CN(C)Cc1ccc(C(=O)O)cc1,2,1,0,-4,-6,2,-0.1,0.4
O=C(O)C[C@H]1CC[C@H](NC(=O)c2ccccc2F)[C@H](CO)O1,-10,-2,13,7,-3,0,0.3,-0.6
CN(C)c1ccc(N2C(=O)CC(Sc3ccccc3C(=O)O)C2=O)cc1 (configuration not stated),·,1,8,-4,·,·,-0.1,·
CNS(=O)(=O)c1ccc(CNC[C@H]2O[C@@H](n3ccc(N)nc3=O)[C@H](O)[C@@H]2O)cc1,2,-4,-7,-4,-1,0,0.2,-0.1
Clc1ccc2scc(CN3CCCC3)c2c1,·,-16,-10,-7,-5,·,0.0,·
COCC#Cc1cnc2c(c1)C(=O)N([C@H](C)CO)C[C@@H](C)[C@@H](CN(C)C(=O)c1cccnc1)O2,2,1,-5,1,1,0,-0.8,-0.1
COc1ccc(NC(=S)N2CCC(c3nc4ccc(Cl)cc4[nH]3)CC2)c(OC)c1,4,-8,-4,11,·,-1,·,·
O=C(Cn1nc(Cl)nc1Cl)c1ccc([N+](=O)[O-])cc1,-2,-6,-11,5,5,-11,0.1,-0.1
COC(=O)C[C@H]1c2cc(C(F)(F)F)ccc2S(=O)(=O)N1Cc1ccccc1,-6,1,-12,4,10,6,0.0,0.0
CCCCOc1ccc(Cl)cc1CSc1nnc(CC)n1N,1,-1,-3,1,·,-15,·,·
CCOc1ccc(N2CC(O)(c3ccc(F)cc3)[N+]3=C2CCCC3)cc1 (configuration not stated),·,-1,-3,10,·,·,-0.1,·
CC(C)NC(=O)N(C)C[C@@H]1Oc2c(NS(=O)(=O)c3cn(C)cn3)cccc2C(=O)N([C@H](C)CO)C[C@@H]1C,4,3,-9,-4,-8,-6,0.0,-0.1

# Reprinted from the part before: two entries, followed by the next part.
SMILES,esBAF inh,S100A4 inh HTS,RAD52 anneal inh,EWS-Fli block,FN deposition inh,RAD54 inh,Xi reactivation,E-sel inducer
CCOc1ccc(N2CC(O)(c3ccc(F)cc3)[N+]3=C2CCCC3)cc1 (configuration not stated),·,-1,-3,10,·,·,-0.1,·
CC(C)NC(=O)N(C)C[C@@H]1Oc2c(NS(=O)(=O)c3cn(C)cn3)cccc2C(=O)N([C@H](C)CO)C[C@@H]1C,4,3,-9,-4,-8,-6,0.0,-0.1
CC(=O)OCC1CCCC2=C(C)C(=O)CCC21COC(C)=O (configuration not stated),·,3,-16,-7,3,3,0.0,-1.7
COCCNC(=O)C[C@H]1CC[C@@H]2[C@H](COC[C@@H](O)CN2C(=O)Nc2ccc3c(c2)OCO3)O1,2,0,3,-7,6,-9,0.1,0.0
Cc1cccc2cc(C3CC(c4ccco4)=NN3S(=O)(=O)c3ccccc3)c(Cl)nc12 (configuration not stated),0,·,·,·,-10,-11,0.1,-0.1
Cc1ccc2c(c1)N(CC(=O)NCC(C)c1ccccc1)C(=O)c1cccnc1O2 (configuration not stated),28,1,-26,7,12,6,0.0,0.2
C[C@@H]1CCCCO[C@@H](CN(C)S(=O)(=O)c2cccs2)[C@H](C)CN([C@H](C)CO)C(=O)c2cc(NC(=O)Nc3ccc(F)cc3)ccc2O1,0,-17,-17,6,·,1,-1.0,0.8
Cc1nnc(NC(=O)c2ccc(S(=O)(=O)N3CCOCC3)cc2)s1,·,-2,-9,-5,11,·,0.2,-1.2
C/C(CCc1ccccc1)=N\NC(=O)CC(=O)NCCc1ccccc1,·,·,·,·,3,1,0.0,-0.2
CCOC(=O)C(Cc1ccccc1)(NC(C)=O)C(=O)OCC,2,-3,-12,1,·,1,·,·
Cc1ccccc1S(=O)(=O)N1[C@@H](c2ccc(Br)cc2)C(C(=O)O)=CC[C@H]1c1ccc(Cl)cc1,10,2,-10,0,2,7,0.0,0.4
O=C(NCc1ccccn1)c1nc(-c2ccc(C(F)(F)F)cc2)no1,·,0,-18,5,·,·,0.2,·
CCS(=O)(=O)Nc1ccc2c(c1)C(=O)N(C)C[C@H](OC)[C@@H](C)CN(Cc1nccs1)[C@@H](C)CO2,2,·,-2,1,1,1,0.0,0.2
CC(NC(=S)Nc1ccccc1OC(F)F)C(C)(C)C (configuration not stated),·,-3,-18,-2,-15,12,0.2,-0.2
O=C(CSCc1cnn(-c2ccccc2)c1-n1cccc1)NCc1ccccn1,-3,-7,-52,4,2,-4,0.3,0.2
Cc1ccc(-n2nc3c(c2NC(=O)c2ccc4c(c2)OCO4)CS(=O)(=O)C3)c(C)c1,0,-2,-16,-9,2,6,0.2,?
CCN(CC)C(=O)CN(c1cccc(Br)c1)S(C)(=O)=O,·,-10,-7,-4,-7,-24,0.1,·
CCOC(=O)C1(C)CCCN(C(=O)c2ccc(-c3ccccc3)cc2)C1 (configuration not stated),1,-4,-7,-4,-37,1,0.0,0.0
CC(OC(=O)Cn1[nH]c(=O)c2ccccc2c1=O)C(=O)NC1(C#N)CCCCC1 (configuration not stated),·,9,-5,-3,-9,·,0.1,·
COc1ccc(S(=O)(=O)Nc2ccc3c(c2)CC(=O)N([C@@H](C)CO)C[C@@H](C)[C@H](CN(C)Cc2ccc(Cl)c(Cl)c2)O3)cc1,2,10,-14,0,·,7,-0.4,-0.5
COc1ccc(C#Cc2cnc3c(c2)C(=O)N([C@@H](C)CO)C[C@H](C)[C@@H](CN(C)C(=O)CC2CC2)O3)cc1,-50,-2,-6,-3,-2,7,-0.6,-0.4
CN(C)c1ccc2c(c1)[C@H]1C[C@H](CC(=O)NCCc3ccccc3)O[C@@H](CO)[C@H]1O2,-5,10,-109,-4,·,1,0.0,0.3
CCC(=O)Nc1nc(-c2ccc3c(c2)OCCO3)cs1,?,1,-4,-111,-5,-1,0.4,-0.2
CN(Cc1cn(C)nc1-c1ccc(Oc2ccccc2)cc1)Cc1cnc2ccccn12,·,-3,-19,26,23,·,-0.1,·
CCc1nc2c(OCc3ccc(OC(F)F)cc3)cccn2c1N(C)C(=O)c1ccc(OC)cc1,5,1,-33,4,12,-2,0.2,-0.4
O=C(Nc1ccc([N+](=O)[O-])cc1)Nc1ccc(N2CCOCC2)c2nonc12,-11,-2,0,12,4,-7,0.1,4.8
OCCCNc1ncnc2c1ncn2[C@H]1CN(Cc2ccco2)C[C@@H](CO)O1,-8,3,-30,-15,-2,-11,-0.2,-0.2
SMILES,esBAF inh,S100A4 inh HTS,RAD52 anneal inh,EWS-Fli block,FN deposition inh,RAD54 inh,Xi reactivation,E-sel inducer
CN(CC1COc2ccccc2O1)C(=O)CSc1ncnc2sccc12 (configuration not stated),2,-5,-75,-1,-5,-9,0.4,1.8
CC(=O)O[C@H](COc1c2ccoc2cc2oc(=O)ccc12)C(C)(C)O,16,0,-8,-5,-2,12,0.0,-0.1
Cc1nnc(SCc2c(Cl)cccc2Cl)n(N)c1=O,·,-2,-4,-5,-6,·,0.0,·
C[C@@H]1CN([C@@H](C)CO)C(=O)CCCn2nncc2CO[C@@H]1CN(C)C(=O)Nc1ccc(C(F)(F)F)cc1,-10&2,-3&-2,-11&2,-6&-5,3&-1,-2&8,1.4&-0.2,0.1
O=C(NC(c1ccc(Cl)cc1)c1cnccn1)C1CCN(Cc2ccc(Oc3ccccc3)cc2)CC1 (configuration not stated),-5,3,-46,25,3,-9,0.0,0.2
CCCN1CCN(C(=O)C2CCN(S(=O)(=O)c3ccc4c(c3)NC(=O)C(C)S4)CC2)CC1 (configuration not stated),8,-22,-9,11,8,·,0.0,·
O=C(NCc1ccco1)NC(=O)c1csc([N+](=O)[O-])c1,·,6,12,15,5,-2,0.1,-2.5
CCOC(=O)c1ccc(N2CCOCC2)c(NC(=O)c2ccc3c(c2)OCO3)c1,-1,-4,-13,10,-22,9,0.3,0.0
O=C(Cc1ccncc1)N1CC(=O)N2[C@@H](CO)[C@H](c3ccc(C4=CCCC4)cc3)[C@@H]2C1,·,-10,13,2,·,·,0.0,-0.1
O=C(O)C[C@H]1C[C@H]2c3cc(NC(=O)Cc4ccncc4)ccc3O[C@H]2[C@H](CO)O1,·,-2,-9,·,7,·,0.2,0.1
COc1ccccc1NC(=O)c1cc(S(=O)(=O)N2CCC3(CC2)OCCO3)ccc1F,9,0,-12,4,·,1,·,·
O=C1N/C(=C\c2ccc(O)cc2)C(=O)c2ccccc21,-4,-7,2,·,·,-3,·,·

# 3 compounds already listed, ordered by the number in esBAF inh, ascending:
structure	esBAF inh
O=C1N/C(=C\c2ccc(O)cc2)C(=O)c2ccccc21	-4
CN(CC1COc2ccccc2O1)C(=O)CSc1ncnc2sccc12 (configuration not stated)	2
COc1ccccc1NC(=O)c1cc(S(=O)(=O)N2CCC3(CC2)OCCO3)ccc1F	9
